USP1 inh: Inhibitors of USP1/UAF1: Primary Screen | Ubiquitin carboxyl-terminal hydrolase 1 (Homo sapiens), O94782 | recombinant USP1/UAF1, Ub-Rhodamine cleavage fluorescence | Potency, µM (series often up to 57.1 µM), without a hit: at the highest dose activity change, negative = inhibition, actives largely listed as inhibitors | actives 0.23% (n = 390,000) | AID 743255, 2014; also: potency is read from the fitted curve at half-maximal effect; % is scaled to controls: 0 for no effect and ±100 for the full control effect; nearly all actives have a fitted effect of over 60% in size; inactives centre near -12
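USP1/UAF1 complex (1 nM) preincubated 15 min at room temperature with compound, then Ub-Rho substrate (150 nM final) added. Kinetic fluorescence at 480/540 nm over 6 reads at 60 s intervals; 50 mM HEPES pH 7.8, 0.5 mM EDTA, 0.1 mg/ml BSA, 1 mM TCEP, 0.01% Tween-20.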
HP1b chromo inh: HTS for Inhibitors of HP1-beta Chromodomain Interactions with Methylated Histone Tails | AlphaScreen HP1-beta / biotin-H3K9me3 peptide binding | Potency, µM (top dose mostly 114 µM), without a hit: top-dose activity change, negative = inhibition, hits mostly inhibitors | actives 0.56% (n = 390,000); also: potency is read from the fitted curve at half-maximal effect; nearly all actives have a fitted effect of over 70% in size; inactives centre near 23
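AlphaScreen: HP1-beta (50 nM) preformed 30 min with biotin-H3(1-18)K9me3 peptide (50 nM) in PBS pH 7.4, 0.01% Tween-20. Compound added for 30 min at RT, then streptavidin donor/nickel chelate acceptor beads (10 ug/mL) for 30 min.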
Pin1 inhibitor: qHTS Assay to Find Inhibitors of Pin1; Pin1 FP peptide displacement, HiFluor488, 10 min; Peptidyl-prolyl cis-trans isomerase NIMA-interacting 1 (Homo sapiens), Q13526; Potency, µM (series often up to 115 µM), for inactives: at the highest dose activity, negative = inhibition, actives largely listed as inhibitors; actives 0.009% (n = 390,000); active = well fitted inhibition curve with a large enough effect in the polarisation, with a control signal flat, not every such curve was filed as active; inconclusive = small, poorly fitted or top-dose-only effect, or effect the other way, or a change in a side signal; inactive = no such curve, though single readings can be large or run the other way; the % refers to the polarisation; also: potency is read from the fitted curve at half-maximal effect; % is scaled to controls: 0 for no effect and ±100 for the full control effect
Target sequence (Q13526 whole entry, looked up): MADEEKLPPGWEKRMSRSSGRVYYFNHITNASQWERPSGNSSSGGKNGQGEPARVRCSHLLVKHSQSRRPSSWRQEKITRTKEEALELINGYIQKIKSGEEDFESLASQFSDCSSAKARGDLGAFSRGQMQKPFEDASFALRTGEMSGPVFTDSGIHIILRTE
mIDH1 inhibitor: qHTS for Inhibitors of mutant isocitrate dehydrogenase 1 (IDH1): qHTS. Potency, µM (highest dose often 76.6 µM), for inactives: top-dose activity change, negative = inhibition, most hits filed as inhibitors. actives 0.093% (n = 390,000). IDH1-R132H enzyme, NADPH consumption, diaphorase/resazurin fluorescence. AID 602179, 2012; also: potency is read from the fitted curve at half-maximal effect; % is scaled to controls: 0 for no effect and ±100 for the full control effect; nearly all actives have a fitted effect of over 65% in size
Target sequence (O75874 whole entry R132H, stated change not applied): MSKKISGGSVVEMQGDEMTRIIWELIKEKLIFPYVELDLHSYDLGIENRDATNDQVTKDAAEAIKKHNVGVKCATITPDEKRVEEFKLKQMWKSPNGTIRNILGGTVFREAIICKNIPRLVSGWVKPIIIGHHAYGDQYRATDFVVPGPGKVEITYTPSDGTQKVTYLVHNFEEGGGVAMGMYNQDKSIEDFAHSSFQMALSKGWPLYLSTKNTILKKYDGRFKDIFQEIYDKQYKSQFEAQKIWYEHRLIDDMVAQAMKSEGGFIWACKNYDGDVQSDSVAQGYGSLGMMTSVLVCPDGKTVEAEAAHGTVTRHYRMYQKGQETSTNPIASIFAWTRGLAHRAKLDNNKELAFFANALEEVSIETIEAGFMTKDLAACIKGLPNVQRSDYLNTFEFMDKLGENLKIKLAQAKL
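IDH1-R132H (0.5 ug/mL dispensed) in pH 7.5 Tris buffer was preincubated 30 min with compound, then given a substrate mix of 0.016 mM NADPH and 2 mM alpha-KG for 80 min at room temperature; remaining NADPH was read by diaphorase/resazurin fluorescence.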
PI4K2A inh: qHTS for small molecular inhibitors of PI4K2A; Phosphatidylinositol 4-kinase type 2-alpha (Homo sapiens), Q9BTU6; purified PI4K2A, ADP-Glo luminescence, 1 h; active compounds read low; activity change, negative = inhibition, % at 76.9 µM; actives 0.13% (n = 420,000); AID 1346378, 2018; in the data active = activity change below about -50%; inconclusive = mostly about -30% to -49%;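 also: -100% = wells without enzyme as full effect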
Target sequence (Q9BTU6 whole entry, looked up): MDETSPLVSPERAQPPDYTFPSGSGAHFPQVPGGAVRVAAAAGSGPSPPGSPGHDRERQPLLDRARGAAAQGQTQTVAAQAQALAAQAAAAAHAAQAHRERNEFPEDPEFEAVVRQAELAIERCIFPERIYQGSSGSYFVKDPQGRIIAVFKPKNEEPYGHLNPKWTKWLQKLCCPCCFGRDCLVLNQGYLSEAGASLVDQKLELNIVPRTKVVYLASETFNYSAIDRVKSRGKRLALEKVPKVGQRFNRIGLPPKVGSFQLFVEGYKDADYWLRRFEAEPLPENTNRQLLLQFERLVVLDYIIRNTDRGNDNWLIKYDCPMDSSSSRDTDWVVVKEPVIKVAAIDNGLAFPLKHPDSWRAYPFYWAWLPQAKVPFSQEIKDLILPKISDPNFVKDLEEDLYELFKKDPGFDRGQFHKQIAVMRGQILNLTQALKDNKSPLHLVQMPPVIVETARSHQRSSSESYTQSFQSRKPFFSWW
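PI4K2A activity was measured by ADP-Glo luminescence: enzyme (4 ug/mL stock) and phosphatidylinositol (1.2 mM stock) in Tris pH 7.5/MgCl2/EGTA/Triton X-100 buffer were reacted with ATP (300 microM stock) for one hour at ambient temperature.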
TrxR1 inh: qHTS Assay for Inhibitors of Mammalian Selenoprotein Thioredoxin Reductase 1 (TrxR1): qHTS; Potency, µM (titrated, usually from 114 µM), inactives show at the highest dose activity change, negative = inhibition, most hits filed as inhibitors; actives 1% (n = 390,000); recombinant rTrxR1, NADPH fluorescence consumption, selenite substrate; AID 588453, 2011; Thioredoxin reductase 1, cytoplasmic (Rattus norvegicus), O89049; also: potency is read from the fitted curve at half-maximal effect; % is scaled to controls: 0 for no effect and ±100 for the full control effect; nearly all actives have a fitted effect of over 65% in size
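Rat TrxR1 (90 nM in the dispensed reagent) was pre-reduced with 400 uM NADPH for 5 min at room temperature, then incubated with compound for 15 min. After 400 uM selenite was added, NADPH fluorescence (Ex 340/Em 450 nm) was followed for 8 min.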
PGK inhibitor: qHTS Assay to Find Inhibitors of Phosphoglycerate Kinase; Potency, µM (highest dose often 57.5 µM), for the others: at the highest dose activity change, negative = inhibition, usual class: inhibitors; Phosphoglycerate kinase, glycosomal (Trypanosoma brucei brucei), P07378; AID 602233, 2012; actives 0.043% (n = 380,000); PGK/GAPDH coupled, Kinase-Glo luminescence, 60 min; also: potency is read from the fitted curve at half-maximal effect; % is scaled to controls: 0 for no effect and ±100 for the full control effect; nearly all actives have a fitted effect of over 60% in size
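Luminescent ATP detection (Kinase-Glo Plus) follows a 60-minute room-temperature incubation, with wells lacking PGK as controls. Buffer: 100 mM TEA (pH 7.6), 5 mM MgCl2, 0.01% Tween-20. Coupling enzyme GAPDH (100 nM final) supplies unstable 1,3-BPG in-well.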
GLS inh: qHTS for Inhibitors of Glutaminase (GLS) | GLS enzymatic activity, qHTS titration | Potency, µM (doses to about 45.5 µM), for the others: at the highest dose activity change, negative = inhibition, actives largely listed as inhibitors | actives 0.21% (n = 410,000); also: potency is read from the fitted curve at half-maximal effect; % is scaled to controls: 0 for no effect and ±100 for the full control effect
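Glutamate formation by hKGA was monitored fluorometrically using coupled glutamate oxidase, HRP and Amplex Red. Substrate was added as 1 mM L-glutamine solution; incubation was 30 min at RT after an initial read.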
TrxR1 substrate: qHTS Assay for Substrates of Mammalian Selenoprotein Thioredoxin Reductase 1 (TrxR1): qHTS; Thioredoxin reductase 1, cytoplasmic (Rattus norvegicus), O89049; purified TrxR1 substrate turnover, NADPH consumption readout; Potency, µM (highest dose often 114 µM), for inactives: at the top dose activity change, negative = substrate turnover; actives 0.01% (n = 390,000); AID 588456, 2011; also: potency is read from the fitted curve at half-maximal effect; % is scaled to controls: 0 for no effect and ±100 for the full control effect; nearly all actives have a fitted effect of over 50% in size
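Rat TrxR1, dispensed at 90 nM, was prereduced with 400 uM NADPH (final) for 5 min at ~22 deg C, then incubated with compound 15 min before 400 uM selenite. A first-read NADPH fluorescence drop versus no-compound background flagged substrates.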
Active calls of the source: *; i = inactive; ? = inconclusive; / = not tested or not shown; & = joins results of further samples; [ ] = another dose, or the depositor's remark. Unless noted, calls follow the shape of the dose curve; as a rule, active = well fitted curve in the direction sought with a large enough effect; inconclusive = small, poorly fitted or top-dose-only effect, or another doubt; inactive = no such curve, though single readings can be large; an effect the other way counts as inactive or inconclusive. A portion of the library. The share of hits here may be higher or lower than overall.

SMILES	USP1 inh	HP1b chromo inh	Pin1 inhibitor	mIDH1 inhibitor	PI4K2A inh	TrxR1 inh	PGK inhibitor	GLS inh	TrxR1 substrate
CC(C)C(=O)N1c2nc(C(C)C)nn2C2(CCCCC2)[C@@H]2CCCC[C@@H]21	-12%	34%[activator]	-3%	-17%	-1	0%	i	-10%	-6%
COc1ccc(Nc2ncnc3ccc(Br)cc23)cc1OC	-3%	-19%	2%	2%	1	0%[57.1 µM]	0%	18%	-2%[57.1 µM]
COc1cc2nc(C3CCC3)n(N)c(=O)c2cc1OC	-15%	36%	0%	1%	-11	?	-12%	0%	11%
O=C(C1CCCN(c2nnc(-n3cccc3)s2)C1)N1CCN(c2ccccc2)CC1 (centres undefined)	-25%	-3%	21%	12%	-19	7%	0%	-27%	10%
CC(C)c1ccc(NC(=O)CC2Oc3ccccc3NC2=O)cc1 (centres undefined)	-19%&-23%	53%&14%[activator]	-1%&71%	-1%&-19%	1&1	16%&9%	8%	1%&-19%	1%&-6%
O=[N+]([O-])c1cc([N+](=O)[O-])c(Oc2c(F)cccc2F)cc1NN1CCCCC1	-14%	?	0%	5%	-2	-7%[57.1 µM]	-3%	5%	0%[57.1 µM]
CCc1ccc(C(=O)CC2(O)C(=O)N(CN3CCOCC3)c3ccccc32)cc1 (centres undefined)	-19%	47%[activator]	-1%	3%	-7	5%[57.1 µM]	i	-9%	6%[57.1 µM]
CC(C)n1nnnc1SCC(=O)Nc1ccc2c(c1)OCO2	-10%	41%[activator]	-3%	4%	4	-9%	5%	-2%	-2%
O=C(NCc1ccccn1)Nc1ccccc1Cl	-9%	19%	0%	9%	-5	23%	-6%	-16%	6%
Cc1cc(S(=O)(=O)NCCc2ccncc2)cc(C)c1F	-9%	28%	-6%	2%	0	1%[57.1 µM]	-9%	-3%	11%[57.1 µM]
CCOC(=O)C1(C)NC(c2ccc(OC)cc2OC)C2C(=O)N(CC)C(=O)C21 (centres undefined)	-17%	73%[activator]	-2%	0%	-2	25%	-7%	-5%	8%
COc1ccc(NC(=O)c2oc3ccccc3c2CSC)cc1S(=O)(=O)N1CCOCC1	-19%	3%	-3%	0%	2	13%	-2%	-7%	-2%
CCOC(=O)CNC(=O)CSc1nc2c(C)cccc2cc1CC	-12%	31%	8%	-4%	-4	1%[57.1 µM]	7%	0%	-2%[57.1 µM]
CC(C)c1ccc2nc(NC(=O)C3CC3)sc2c1	-7%	30%	0%	4%	0	-7%[57.1 µM]	-4%	-3%	-5%[57.1 µM]
CCCCn1c(CCNC(=O)c2ccc(F)cc2)nc2ccccc21	-19%	17%	11%	-4%	-1	7%	i	-3%	-4%
Cc1ccc(CC(NC(=O)c2ccc(C)cc2)C(=O)O)cc1 (centres undefined)	0%	25%	-25%	-10%	-3	11%	-1%	-1%	1%
COc1ccc(N2C[C@H](Cc3ccccc3)[C@@H](CC(=O)Nc3ccccc3)C2=O)cc1	-20%	/	/	1%	-3	/	-3%	-4%	/
Cc1cccc(CNC(=O)C2CCC(=O)N(C3CC3)C2)c1 (centres undefined)	-16%	28%	-10%	-9%	-3	12%	-17%	-6%	-4%
COc1cccc(C(=O)NN2C(=O)C3C4C=CC(O4)C3C2=O)c1 (centres undefined)	6%	58%[activator]	1%	-3%	-5	28µM*	2%	5%	-3%
Cc1sc2ncnc(N3CCN(Cc4ccccc4)CC3)c2c1-c1ccc(F)cc1	-19%	17%	2%	-5%	-2	18%[57.1 µM]	-3%	-12%	-6%[57.1 µM]
O=C(c1ccc(Cl)c(S(=O)(=O)N2CCCC2)c1)N1CCN(c2ccc(F)cc2)CC1	-15%	-14%	2%	-3%	-2	28%[57.1 µM]	-5%	8%	16%[57.1 µM]
CN(Cc1nc(-c2cnccn2)no1)CC(O)c1ccccc1 (centres undefined)	-15%	21%	-2%	0%	2	17%[57.1 µM]	1%	2%	-10%
Nc1cccc(Oc2ccc3c(c2)C(=O)N(CCO)C3=O)c1	-9%	34%[activator]	-10%	10%	-2	20%	i	-1%	1%
O=C(NC1CC1)c1ccc(CSCc2cccc(F)c2)o1	?	46%[activator]	-2%	3%	-4	?	-5%	3%	6%
COc1ccc(S(=O)(=O)Nc2ccccc2C(=O)Nc2nc(-c3ccc(F)cc3)cs2)cc1OC	-15%	-21%	?	-9%	-10	17%	-3%	70%[activator]	51%[activator]
C/C(=N\NC(=O)c1ccc(C)cc1)c1c(C)[nH]n(-c2ccccc2)c1=O	-10%	27%	0%	-8%	2	-2%	-5%	1%	-6%
COc1ccc(S(=O)(=O)Cc2ccc(C(=O)N3CCCC3)o2)cc1	?	57%[activator]	-5%	-7%	5	7%	8%	-2%	5%
COc1ccc(Br)cc1CNC(=O)Cc1cccs1	-19%	40%[activator]	-3%	8%	2	20%[57.1 µM]	i	10%	-19%[57.1 µM]
COc1ccccc1CCNC(=O)C(=O)NCC1OCCN1S(=O)(=O)c1ccc(C)cc1 (centres undefined)	-18%	44%[activator]	-2%	-8%	-4	16%	9%	2%	12%[57.1 µM]
CC1CN(C(=O)N2CCC(C(=O)NCCC3=CCCCC3)CC2)c2cc(Cl)ccc2O1 (centres undefined)	-12%	17%	1%	-16%	-3	6%	4%	-1%	2%[11.4 µM]
CCOC(=O)c1cccc(NC(=O)Cn2ncc3c4ccccc4n(Cc4ccccc4)c3c2=O)c1	?	11%	11%	-9%	0	22%	i	0%	14%
CCOC(=O)COc1ccc2c(=O)c(-c3ccc(OC)c(OC)c3)c(C(=O)OCC)oc2c1	-5%	6%	2%	12%	3	6%	15%	-1%	-5%
CC1(C(=O)NC2CCCCC2)Cc2ccccc2C(=O)N1Cc1ccccc1Cl (centres undefined)	-28%	62%[activator]	9%	/	1	85%[activator]	/	-10%	43%[activator]
O=C1CC[C@@H](O)CCN1CC[C@H](Sc1ccccc1)c1ccccc1	2%	27%	1%	6%	-2	15%[57.1 µM]	-7%	11%	-5%&-1%
CCNC(=O)CN1C(=O)NC(Cc2ccccc2)(Cc2ccccc2)C1=O	?	2%	1%	12%	-6	10%[57.1 µM]	-2%	6%	9%
CC(C)(C)C(=O)NC(=S)NNC(=O)C(c1ccccc1)c1ccccc1	-8%	38%	-2%	-5%	8	-17%	-4%	11%	2%
Cc1ccc(C(C(=O)NC2CCCC2)N(Cc2ccc3c(c2)OCO3)C(=O)Cc2cccs2)cc1 (centres undefined)	-18%	5%	11%	-5%	6	-2%	1%	7%	-2%
CC(=O)c1c(C(C)=O)c(C)n(-c2cccc([N+](=O)[O-])c2)c1C	2%	10%	8%	-6%	0	7%	1%	1%	-2%
COc1cc(C#CC#CCN2CCCCC2)ccc1O	-14%	?	?	6%	0	-3%[57.1 µM]	-6%	26%	9%[57.1 µM]
COc1ccc(C2c3c(n(C)c4ccccc34)C(=O)N2CC(=O)Nc2cccc(F)c2)cc1 (centres undefined)	-13%	10%	14%	13%	-2	?	-3%	-18%	0%
Cc1cccc(NC(=O)N2CCC3(CC2)Oc2ccccc2C(=O)N3Cc2ccccc2F)c1C	-24%	32%	-3%	-13%	1	29%	-5%	-4%	3%
CCc1ccccc1-n1c(SCC(=O)Nc2ccc3c(c2)OCCO3)nc2[nH]ncc2c1=O	-7%	8%	2%	1%	-5	9%[57.1 µM]	-1%	-10%	1%[57.1 µM]
O=C(NC1CCCCC1)NC1CCN(S(=O)(=O)Cc2ccccc2)CC1	-16%	24%	3%	0%	3	-6%	-2%	-38%	-11%
Clc1cccc(Cl)c1COc1ccccn1	3%	20%	-16%	0%	3	-4%	-5%	5%	-13%
COCCCN(CC(=O)Nc1ccc(N2CCOCC2)cc1)S(=O)(=O)c1ccc(Cl)cc1	-4%	?	-4%	0%	0	8%[57.1 µM]	-6%	-6%	-14%
O=C(CN1CCN(C(=O)CN2C(=O)NC3(CCCC3)C2=O)CC1)Nc1cccc(F)c1	-15%	16%	-3%	-1%	3	-2%	-2%	0%	4%
CCOc1nc(C)ccc1-c1noc(CC)n1	-5%	20%	2%	4%	-4	4%[57.1 µM]	-5%	8%	5%[57.1 µM]
Oc1ccc(Nc2ccc3ccccc3c2)cc1	-16%	?	5%	19%	-6	16%[57.1 µM]	-8%	14µM*	11%[57.1 µM]

Compound activity (PubChem)
